Autophagy HCS: autophagy modulators in MEF cells, primary screen, imaging, high-content, MEF GFP-LC3; MEF GFP-LC3 puncta imaging; test concentration mostly 10 µM; calls only at 10 µM (by protocol); hit rate 0.98% among 190,000; AID 463193, 2010;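 active means percentage of spot-positive cells more than 3 SD above its plate mean, without a fluorescence outlier flag or 80% toxicity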;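 further: spot-positive cell cutoff set from DMSO-treated cells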
HEK293 NOD2/NF-kB: NOD2 signaling inhibitors, cell-based, luminescence, uHTS, HEK293 (AID 1566). HEK293 NOD2/NF-kB luciferase reporter, luminescence; higher % means a stronger effect. one-dose inhibition, % at 4 µM; EC50 in µM for titrated hits. hit rate 0.63% among 290,000; in the data active means inhibition above about 50%; further: many of its hits are not listed in these tables
Insulin prom up: insulin promoter activators in MIN6 cells, imaging, high-content screening, mouse beta cells; MIN6 insulin promoter-GFP reporter; active compounds read high; z-score at 5 µM; hit rate 0.3% among 190,000; AID 1625, 2009;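 active means z-score above 3 at 5 µM with at least 500 cells counted in the well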
Dynein transport: inhibitors of GR-EGFP nuclear translocation, primary screen, dynein cargo transport inhibitor project, imaging, high-content, 3617.4 mouse cells; test concentration mostly 20 µM; stimulated with dexamethasone, 1 µM; active compounds read low; z-score, hits read low; hit rate 0.47% among 220,000;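 active means plate z-score of nuclear minus cytoplasmic receptor signal below a set negative limit, without overly bright fluorescence or cell loss, cut at about -3.5 in these data, passing the limit was not always enough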;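 further: z-score of nuclear minus cytoplasmic ring GR-EGFP intensity difference per well; some compounds called inactive have numbers as strong as hits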
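Schedule: 48 h induction, then 1 h compound, then 30 min agonist, 37 °C. Buffer or medium: tetracycline-free induction medium containing charcoal-stripped FBS. Reagent: 1.0 µM final dexamethasone stimulus. Evaluation: nuclear versus cytoplasmic GR-EGFP signal, averaged per well. Signal: high-content fluorescence imaging after fixation.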
Yfh1-depleted yeast: enhancers of respiration in Yfh1-depleted yeast, dose response, Friedreich's ataxia, plus single-dose screen (AID 1465); S. cerevisiae Yfh1-off respiration, WST-1 reduction, 72 h; higher fold induction means a stronger effect; fold induction at 50 µM; hits with a dose series show EC50 in µM; hit rate 0.074% among 220,000;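 active means fold induction of absorbance versus untreated yeast above a set limit, then at least 30% activation at any dose in follow-up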;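 further: activators that raise dye reduction in frataxin-depleted yeast; strong numbers were not always called active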
MT stabilize HCS: microtubule stabilizers in HeLa cells, primary screen, imaging, high-content imaging; % tubulin-high responders, % at 10 µM; hit rate 0.83% among 200,000; HeLa tubulin immunostaining HCS, 24 h; share of cells brighter than vehicle mean+2SD; AID 2205, 2009;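 active means plate Z-score above 3 for both tubulin-high and condensed-nucleus cell shares, with cell loss under 80%, at 10 µM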;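 further: anti alpha tubulin signal scored within the nucleus-defined area of each cell; some results filed as inactive read as strong as hits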
WT yeast gro inh: growth inhibition of WT strain, primary screen, mitochondrial fusion inhibitor project, WT and mutant strains, chemical genetic; mitochondrial fusion phenotypic screen; inhibition, % at 10 µM; hit rate 2.1% among 190,000; AID 1362, 2008; in the data active means inhibition above about 58%; tested in S. cerevisiae
b-catenin transl: modulators of beta-catenin nuclear translocation, primary screen, imaging, HeLa cells, immunofluorescence, high-content; nuclear translocation activity, % at 5 µM; hit rate 0.3% among 190,000; AID 1665, 2009;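 active means nuclear translocation activity above 50% at 5 µM, with a well cell count of 50 or more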;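 further: per-cell ratio of nuclear to cytoplasmic median beta-catenin stain intensity; plate controls were DMSO negative control for no effect and GSK-3 inhibitor IX positive control for full effect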
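Test system: HeLa cells, endogenous beta-catenin; Compound: single 5 µM dose plus 0.02–20 µM confirmation series; Times: compound exposure 24 h at 37°C; Signal: fluorescence imaging of beta-catenin antibody stain plus DAPI; Read-out: % activation, nuclear-to-cytoplasmic median beta-catenin signal ratio per cell.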
Lipid droplet: inhibitors of hepatocyte lipid droplet formation, primary screen, imaging, high-throughput imaging, BODIPY stain | AML12 mouse hepatocytes, oleate lipid droplets | inhibition, % at 6.5 µM | hit rate 0.4% among 240,000;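 active means lipid droplet intensity inhibited by at least 50%, with more than 500 cells counted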
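Assay system: AML12 mouse liver cells | Compound: 6.5 µM single-point dosing | Schedule: Overnight exposure | Technique: Fluorescence imaging, 20x objective, two fields per well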
WT yeast gro inh mutant strain: also measured in WT yeast gro inh; calls as there; inhibition, %; mitochondrial fusion phenotypic screen, mutant strain inhibition
Dynein transport cytoplasmic EGFP: recorded beside Dynein transport, whose call it bears; z-score; measured here: cytoplasmic GR-EGFP intensity; active compounds read high
Dynein transport nuclear GR-EGFP: further read-out of Dynein transport, marked with its call; z-score; measured here: nuclear GR-EGFP intensity;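 lower value marks the stronger effect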
Dynein transport cell count: also measured in Dynein transport; calls as there; z-score; measured here: cell count per field
Insulin prom up cell count: recorded beside Insulin prom up, whose call it bears; cell count; measured here: cytotoxicity, nuclei count;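 total cells summed across four imaged fields per well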
Lipid droplet cells 6.5 µM: further read-out of Lipid droplet, marked with its call; cell count; measured here: cell count, cytotoxicity flag;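 cells counted across two imaged fields per well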
b-catenin transl cell count 5 µM: also measured in b-catenin transl; calls as there; cell count; measured here: cell count, cytotoxicity flag
MT stabilize HCS Hoechst-high %: also measured in MT stabilize HCS; calls as there; % Hoechst-high responders; measured here: nuclear condensation Hoechst responders;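 share of cells brighter than vehicle mean plus two SD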
MT stabilize HCS cytotoxicity %: recorded beside MT stabilize HCS, whose call it bears; toxicity, %; measured here: cytotoxicity by cell density;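 0% = mean cell density of plate MIN control wells and 100% = no cells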
Autophagy HCS cell loss 18 h: recorded beside Autophagy HCS, whose call it bears; toxicity, %; measured here: cell loss, nuclei count;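 cell loss after 18 h compound exposure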
Starred values were filed as active, the others as inactive. Only part of the results is shown; rates above refer to the full screens.

CS(=O)(=O)N(Cc1ccco1)CC(O)Cn1cc(C=O)c2ccccc21 (stereo not drawn) was read as Autophagy HCS inactive, HEK293 NOD2/NF-kB 4%, Insulin prom up 0.77, Dynein transport 0.0099, Yfh1-depleted yeast inactive, MT stabilize HCS 3.4, WT yeast gro inh -10, Lipid droplet 5, WT yeast gro inh mutant strain -2, Dynein transport cytoplasmic EGFP -0.18, Dynein transport nuclear GR-EGFP -0.0091, Dynein transport cell count 0.78, Insulin prom up cell count 938, Lipid droplet cells 6.5 µM 767, MT stabilize HCS Hoechst-high % 1.9, MT stabilize HCS cytotoxicity % 6.5 and Autophagy HCS cell loss 18 h -1.
`O=C(CSc1ccc(-c2ccco2)nn1)c1ccccc1` gave Autophagy HCS inactive, HEK293 NOD2/NF-kB -11%, Insulin prom up -0.34, Dynein transport -0.53, Yfh1-depleted yeast inactive, MT stabilize HCS 1.6, WT yeast gro inh -16, b-catenin transl 0.6, Lipid droplet 7, WT yeast gro inh mutant strain -8, Dynein transport cytoplasmic EGFP -0.26, Dynein transport nuclear GR-EGFP -0.45, Dynein transport cell count 0.26, Insulin prom up cell count 1323, Lipid droplet cells 6.5 µM 632, b-catenin transl cell count 5 µM 1076, MT stabilize HCS Hoechst-high % 3.0, MT stabilize HCS cytotoxicity % 9.1 and Autophagy HCS cell loss 18 h -15.
`COc1cc2c(OC(C)=O)c3c(c(-c4ccc5c(c4)OCO5)c2cc1OC)C(=O)OC3` gave Autophagy HCS active, HEK293 NOD2/NF-kB -259%, Insulin prom up -1.6, Dynein transport -0.9, Yfh1-depleted yeast inactive, MT stabilize HCS 1.6, WT yeast gro inh 14, b-catenin transl -0.7, Lipid droplet -43, WT yeast gro inh mutant strain 7, Dynein transport cytoplasmic EGFP -0.16, Dynein transport nuclear GR-EGFP -0.39, Dynein transport cell count 0.96, Insulin prom up cell count 1068, Lipid droplet cells 6.5 µM 683, b-catenin transl cell count 5 µM 1043, MT stabilize HCS Hoechst-high % 2.0, MT stabilize HCS cytotoxicity % 11 and Autophagy HCS cell loss 18 h -10*.
Screening CC(C)NC(=O)C1CCCN(S(=O)(=O)c2ccc(-n3cnnn3)cc2)C1 (stereo not drawn) returned Autophagy HCS inactive, HEK293 NOD2/NF-kB 8%, Insulin prom up -0.49, Dynein transport 0.21, Yfh1-depleted yeast inactive, MT stabilize HCS 1.3, WT yeast gro inh 3, Lipid droplet 13, WT yeast gro inh mutant strain 3, Dynein transport cytoplasmic EGFP -0.18, Dynein transport nuclear GR-EGFP 0.85, Dynein transport cell count -0.41, Insulin prom up cell count 844, Lipid droplet cells 6.5 µM 813, MT stabilize HCS Hoechst-high % 1.5, MT stabilize HCS cytotoxicity % 3.9 and Autophagy HCS cell loss 18 h -9.
Screening O=C(c1ccncc1)c1ccc(N2CCN(C3CC(=O)N(Cc4ccccc4)C3=O)CC2)cc1 (stereo not drawn) returned Autophagy HCS inactive, HEK293 NOD2/NF-kB 5%, Insulin prom up -0.28, Dynein transport 1.1, Yfh1-depleted yeast inactive, MT stabilize HCS 3.7, WT yeast gro inh 9, b-catenin transl -0.3, Lipid droplet -7, WT yeast gro inh mutant strain -4, Dynein transport cytoplasmic EGFP -0.29, Dynein transport nuclear GR-EGFP 0.44, Dynein transport cell count -0.18, Insulin prom up cell count 1731, Lipid droplet cells 6.5 µM 667, b-catenin transl cell count 5 µM 1051, MT stabilize HCS Hoechst-high % 1.8, MT stabilize HCS cytotoxicity % 3.0 and Autophagy HCS cell loss 18 h 7.
For COC(=O)Cc1[nH]c(=S)[nH]c1C(=O)OC the results were HEK293 NOD2/NF-kB 3%, Insulin prom up -0.09, Dynein transport -1.1, Yfh1-depleted yeast inactive, b-catenin transl 1.0, Lipid droplet 3, Dynein transport cytoplasmic EGFP -0.27, Dynein transport nuclear GR-EGFP -0.48, Dynein transport cell count 0.67, Insulin prom up cell count 1170, Lipid droplet cells 6.5 µM 673 and b-catenin transl cell count 5 µM 1341.
`COc1cccc(C(=O)Nc2cc(C(F)(F)F)ccc2Cl)c1` gave Autophagy HCS inactive, HEK293 NOD2/NF-kB 1%, Insulin prom up -0.77, Dynein transport -0.63, Yfh1-depleted yeast inactive, MT stabilize HCS 4.3, WT yeast gro inh 7, b-catenin transl -2.9, WT yeast gro inh mutant strain 20, Dynein transport cytoplasmic EGFP -0.23, Dynein transport nuclear GR-EGFP -0.08, Dynein transport cell count 1.2, Insulin prom up cell count 1536, b-catenin transl cell count 5 µM 1408, MT stabilize HCS Hoechst-high % 2.0, MT stabilize HCS cytotoxicity % 5.5 and Autophagy HCS cell loss 18 h 14.
Screening O=C(CSCc1ccc(Br)cc1)N1CCCC1 returned Autophagy HCS inactive, HEK293 NOD2/NF-kB -11%, Insulin prom up -0.15, Dynein transport 0.75, Yfh1-depleted yeast inactive, MT stabilize HCS 2.3, WT yeast gro inh 3, b-catenin transl -4.4, Lipid droplet 5, WT yeast gro inh mutant strain 14, Dynein transport cytoplasmic EGFP -0.27, Dynein transport nuclear GR-EGFP 1.2, Dynein transport cell count -0.71, Insulin prom up cell count 1584, Lipid droplet cells 6.5 µM 631, b-catenin transl cell count 5 µM 1140, MT stabilize HCS Hoechst-high % 2.9, MT stabilize HCS cytotoxicity % 3.8 and Autophagy HCS cell loss 18 h 11.
`COc1cc(Cl)c(C)cc1NC(=O)CCCn1c(=O)oc2ccccc21` gave Autophagy HCS inactive, HEK293 NOD2/NF-kB 3%, Insulin prom up -0.47, Dynein transport 0.44, Yfh1-depleted yeast inactive, MT stabilize HCS 1.6, WT yeast gro inh 37, b-catenin transl -0.1, Lipid droplet 5, WT yeast gro inh mutant strain 21, Dynein transport cytoplasmic EGFP 0.046, Dynein transport nuclear GR-EGFP 0.17, Dynein transport cell count 0.3, Insulin prom up cell count 1423, Lipid droplet cells 6.5 µM 512, b-catenin transl cell count 5 µM 894, MT stabilize HCS Hoechst-high % 1.9, MT stabilize HCS cytotoxicity % 2.7 and Autophagy HCS cell loss 18 h 3.
`COc1ccc(-c2ccc(=O)n(CC(=O)NC3CCc4ccccc43)n2)cc1OC` (stereo not drawn) gave Autophagy HCS inactive, HEK293 NOD2/NF-kB 8%, Insulin prom up -0.76, Dynein transport 0.14, Yfh1-depleted yeast inactive, MT stabilize HCS 1.0, WT yeast gro inh -1, b-catenin transl -0.4, Lipid droplet 4, WT yeast gro inh mutant strain -15, Dynein transport cytoplasmic EGFP -0.34, Dynein transport nuclear GR-EGFP -0.26, Dynein transport cell count 0.32, Insulin prom up cell count 1553, Lipid droplet cells 6.5 µM 664, b-catenin transl cell count 5 µM 1519, MT stabilize HCS Hoechst-high % 0.8, MT stabilize HCS cytotoxicity % 5.5 and Autophagy HCS cell loss 18 h 19.
For CCOC(=O)C1CCCN(C(=O)Cc2ccc(Cl)cc2)C1 (stereo not drawn) the results were Autophagy HCS inactive, HEK293 NOD2/NF-kB 6%, Dynein transport -0.46, Yfh1-depleted yeast inactive, MT stabilize HCS 1.2, WT yeast gro inh 2, b-catenin transl 2.9, Lipid droplet 11, WT yeast gro inh mutant strain -28, Dynein transport cytoplasmic EGFP -0.075, Dynein transport nuclear GR-EGFP -0.13, Dynein transport cell count 0.84, Lipid droplet cells 6.5 µM 791, b-catenin transl cell count 5 µM 951, MT stabilize HCS Hoechst-high % 1.0, MT stabilize HCS cytotoxicity % 11 and Autophagy HCS cell loss 18 h 1.
O=[N+]([O-])c1ccc2cn(-c3ccccc3)nc2c1 was read as Autophagy HCS inactive, HEK293 NOD2/NF-kB -92%, Insulin prom up 0.04, Dynein transport -0.42, Yfh1-depleted yeast inactive, MT stabilize HCS 1.5, WT yeast gro inh 12, b-catenin transl -2.7, Lipid droplet -4, WT yeast gro inh mutant strain -18, Dynein transport cytoplasmic EGFP -0.32, Dynein transport nuclear GR-EGFP -0.5, Dynein transport cell count 0.7, Insulin prom up cell count 1282, Lipid droplet cells 6.5 µM 701, b-catenin transl cell count 5 µM 604, MT stabilize HCS Hoechst-high % 2.6, MT stabilize HCS cytotoxicity % 3.7 and Autophagy HCS cell loss 18 h 5.
`CSc1ncc(Cl)c(C(=O)Nc2ccccc2Br)n1` gave HEK293 NOD2/NF-kB 8%, Insulin prom up 0.08, Dynein transport 1, b-catenin transl 0.5, Lipid droplet 13, Dynein transport cytoplasmic EGFP -0.083, Dynein transport nuclear GR-EGFP 1.1, Dynein transport cell count -1.3, Insulin prom up cell count 1066, Lipid droplet cells 6.5 µM 672 and b-catenin transl cell count 5 µM 1375.

Screening results (PubChem BioAssay)
